MsrA act: activates bovine MsrA enzyme; purified bovine MsrA, absorbance read-out; activation, % at 10.6 µM; 360,000 tested, 0.3% active; AID 602163; in the data active = activation above about 7.5%;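 note: 0% = vehicle and 100% = reference activator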
STEP inh: STEP (human) phosphatase inhibition. P54829. recombinant STEP, OMFP fluorogenic substrate, fluorescence. inhibition, % at 20 µM. 360,000 tested, 0.25% active;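 active = inhibition at 20 µM, scaled per plate between control wells, above about 37%, limit read from the data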;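 note: 0% = DMSO with enzyme and substrate and 100% = substrate only without enzyme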
Target sequence (P54829 whole entry, looked up): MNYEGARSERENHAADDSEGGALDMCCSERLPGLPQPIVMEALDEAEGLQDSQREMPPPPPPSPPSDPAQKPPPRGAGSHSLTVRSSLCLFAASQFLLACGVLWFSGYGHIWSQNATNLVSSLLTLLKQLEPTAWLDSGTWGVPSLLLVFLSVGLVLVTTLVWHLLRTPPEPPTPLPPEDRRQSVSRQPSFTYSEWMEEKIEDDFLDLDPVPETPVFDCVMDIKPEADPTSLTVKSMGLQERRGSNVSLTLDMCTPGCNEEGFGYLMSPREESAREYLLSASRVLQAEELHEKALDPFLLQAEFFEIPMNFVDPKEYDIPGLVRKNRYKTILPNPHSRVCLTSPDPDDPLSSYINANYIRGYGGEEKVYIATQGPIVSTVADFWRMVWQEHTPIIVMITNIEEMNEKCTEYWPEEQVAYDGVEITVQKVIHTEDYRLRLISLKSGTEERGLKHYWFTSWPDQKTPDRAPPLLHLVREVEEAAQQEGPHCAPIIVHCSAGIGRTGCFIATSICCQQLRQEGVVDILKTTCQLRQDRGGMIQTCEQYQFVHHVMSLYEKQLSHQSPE
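System: isolated STEP enzyme; schedule: 20 min enzyme reaction at room temperature, protected from light; medium: Bis-Tris buffer pH 6.0, 2.5 mM DTT, 0.005% Tween 20; signal: fluorescence, 480/540 nm; dosing: single compound dose of 20 µM, 1% DMSO final; also added: OMFP substrate, 25 µM final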
CendR NRP1 mod: NRP-1/CendR interaction modulation. O14786. FAM-RPARPAR peptide binding to NRP-1, fluorescence polarization. inhibition, % at 25 µM. 360,000 tested, 0.85% active. AID 602438;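 active = inhibition or corrected inhibition above about 18%, plus a signal ratio from 0.5 to 1.5, limit read from the data, passing the limit was not always enough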; note: strong numbers were not always called active
Scp1 inh: inhibitors of human Scp-1 phosphatase | 340,000 tested, 0.88% active | inhibition, % at 20 µM | Recombinant Scp1, phosphopeptide, malachite green phosphate absorbance | Q9GZU7;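 active = inhibition above about 50% at 20 µM, limit read from the data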;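 note: plate controls were DMSO wells with enzyme for no effect and wells lacking enzyme for full effect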
Target sequence (Q9GZU7 76-261 limits assumed): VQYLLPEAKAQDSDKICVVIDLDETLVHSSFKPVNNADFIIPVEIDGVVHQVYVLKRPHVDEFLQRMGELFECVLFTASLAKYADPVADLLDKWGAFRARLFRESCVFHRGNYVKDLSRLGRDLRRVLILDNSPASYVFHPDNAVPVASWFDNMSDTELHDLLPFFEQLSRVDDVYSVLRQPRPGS
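Incubation: 45 min enzyme reaction at room temperature / System: truncated SCP-1 phosphatase (76-261aa) / Reagent: Phospho 17-mer peptide substrate / Buffer or medium: Acidic Tris acetate buffer with magnesium and detergent / Signal: absorbance at 630 nm / Doses: one concentration, 20 µM, with 1.0% DMSO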
SUMO1-SIM PPI: alters human SUMO1 binding to SIM partners | 360,000 tested, 0.33% active | P63165 | SUMO1 binding to a labelled peptide, TR-FRET, 1 h | inhibition, % at 20 µM; in the data active = inhibition above about 37%
MsrA inhibitor: inhibits bovine methionine sulfoxide reductase A; inhibition, % at 15.5 µM; AID 651718; purified bovine MsrA, absorbance read-out; 360,000 tested, 0.75% active; in the data active = inhibition above about 4.5%;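 note: 0% = vehicle wells with enzyme and 100% = reference inhibitor wells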
eLon inh: inhibits E. coli Lon protease; purified E. coli Lon protease, fluorescence polarization; inhibition, % at 7.94 µM; 360,000 tested, 0.42% active; AID 602123; in the data active = inhibition above about 13%, passing the limit was not always enough;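 note: 0% = enzyme with probe and DMSO and 100% = no enzyme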
TbMetRS inhib: Trypanosoma brucei MetRS inhibition; AID 624268; 360,000 tested, 0.4% active; inhibition, % at 11.9 µM; purified T. brucei MetRS, ATP depletion, Kinase-Glo luminescence;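 active = inhibition above a per-plate cutoff of the control wells' mean inhibition plus 3 SD, cut at about 5.5% in these data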;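 note: 0% = DMSO wells median and 100% = median of wells with control inhibitor compound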
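Test system – parasite MetRS enzyme · Reagent – substrates ATP, L-methionine and bulk Escherichia coli tRNA · Doses – 11.9 µM compound single dose, 0.9% DMSO · Times – 15 min enzyme-compound preincubation, 2 h reaction, 10 min detection, 25 °C · Signal – Kinase-Glo luminescence, ATP depletion format · Controls – DMSO-only wells as low control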
DNMT1 inh: DNMT1 (human) enzyme inhibition; P26358; DNMT1 molecular beacon, Hinp1I cleavage, fluorescence; inhibition (reported as % activation of signal), % at 10 µM; 360,000 tested, 0.83% active; AID 588458; in the data active = inhibition above about 50%
LMPTP block: blocks human LMPTP phosphatase; recombinant LMPTP-A, OMFP fluorogenic substrate, fluorescence intensity; inhibition, % at 20 µM; 360,000 tested, 0.22% active; AID 651560;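 active = compounds that cut the enzyme signal by at least half of the control window in the single-dose screen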;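 note: plate controls were DMSO wells with enzyme plus substrate for no effect and substrate without enzyme for full effect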
Target sequence (P24666 whole entry, looked up): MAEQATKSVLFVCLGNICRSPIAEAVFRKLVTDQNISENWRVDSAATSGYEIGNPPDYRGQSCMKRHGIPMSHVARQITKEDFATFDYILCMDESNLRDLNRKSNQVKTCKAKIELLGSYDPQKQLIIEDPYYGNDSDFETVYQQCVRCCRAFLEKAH
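test system = LMPTP-A | amount = 0.625 nM LMPTP-A final | reagent = fluorogenic phosphatase substrate OMFP at 400 µM final | incubation = 50 min at room temperature | benchmarks = no-enzyme low control, uninhibited high control | medium = Bis-Tris pH 6.0, DTT, detergent | signal = fluorescence intensity of OMFP turnover product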
Active calls of the source: *; / = no result given.

No.	compound	MsrA act	STEP inh	CendR NRP1 mod	Scp1 inh	SUMO1-SIM PPI	MsrA inhibitor	eLon inh	TbMetRS inhib	DNMT1 inh	LMPTP block
1	O=C(CCNC(=O)C1CCN(S(=O)(=O)c2ccc(F)cc2)CC1)NCc1ccccn1	-2	0	-12	/	8	-0.8	-22	-0.1	1	-0.3
2	COc1ccc(CNC(=O)C2CC(O)CN2C(=O)Nc2ccccc2)cc1 (centres undefined)	-10	-1	-1	0	12	2.4	-4	-2.4	3	-2.6
3	NC1=NC(c2cccc(O)c2)n2c(nc3ccccc32)N1 (centres undefined)	-4	0	2	-1	4	0.5	-1	0.9	2	16
4	O=C(CSc1ccccc1C(=O)O)NCc1ccc(Cl)cc1	-3	0	1	-1	4	-0.6	-11	-0.1	10	-2.5
5	CCOC(=O)C1=C(N)N(c2ccccc2)C(=O)C1	-2	1	-4	-9	-3	-1.6	-3	0.4	3	-0.2
6	O=C(NNc1c2ccccc2nc2ccccc12)c1ccc(O)cc1	-5	6	-25	-1	-27	0.6	-9	-0.3	2	8.0
7	O=C1CC(N(Cc2cccs2)C(=O)Nc2ccccc2)C(=O)N1c1ccc(Cl)cc1 (centres undefined)	-4	-4	3	-11	-3	0.1	8	2.5	2	1.4
8	COC(=O)c1ccc(Cl)cc1NC(=O)/C=C/c1ccc(C)o1	-2	-1	-1	-7	8	1.0	0	-0.3	4	-0.1
9	CCOc1ccc(OCCNC(=O)C(NC(=O)c2c(F)cccc2F)C(C)C)cc1 (centres undefined)	-5	-2	14	-1	4	0.8	-10	-0.2	5	0.0
10	COc1ccccc1CN1CC(C(=O)NCCc2ncccc2C)CCC1=O (centres undefined)	-1	-1	6	-2	1	1.3	3	-0.3	2	-3.3
11	COc1ccc(NC(=O)N(C)C[C@@H]2Oc3cc(Br)ccc3S(=O)(=O)N([C@H](C)CO)C[C@H]2C)cc1	-2	8	4	/	3	-0.9	-1	-0.6	2	-2.0
12	Cc1c(C(=O)O)sc2nc(/C=C/c3ccccc3OC(F)F)[nH]c(=O)c12	-6	9	-13	39	-3	0.4	9	-0.7	2	3.8
13	COCC(=O)N1CCC(Oc2ccc(C(=O)N3C[C@@H](C)O[C@@H](C)C3)cc2)CC1	-4	0	-6	-5	3	0.9	0	-0.1	0	-2.1
14	Cc1nn(CC(O)COc2ccc3c(c2)CCC3)c(C)c1Br (centres undefined)	-1	-3	14	-4	3	-0.1	-1	-0.6	2	1.9
15	CC(=O)Nc1cc(-c2cccc(C(=O)N(C)C)c2)cn2c(-c3cccc(C(F)(F)F)c3)cnc12	-5	-4	-7	/	-13	1.5	-25	-0.2	2	0.7
16	CCN(CC)C(=O)Cn1nc(-c2ccncc2)nc1SCC(=O)Nc1ccc(OC)cc1	-9	1	4	4	-6	0.5	-9	-1.0	2	0.4
17	Cc1ccc(Sc2ccc(NC(=O)CCN3C(=O)NC4(CCCC4)C3=O)cc2)c(C)c1	-2	-7	2	-14	0	-0.2	-3	-0.5	-6	1.7
18	C=CCN1CC(=O)N2Cc3[nH]c4ccccc4c3C[C@H]2C1=O	-1	-1	-4	-7	5	0.6	-4	0.9	-3	-0.5
19	CC/C(=N/O)c1cnnc(SC)n1	-6	-2	10	2	-12	1.4	-10	-1.0	-2	-1.8
20	C/C(=N\NC(=O)c1ccc(Cn2cc(Br)cn2)o1)c1ccc(NC(=O)c2ccoc2C)cc1	-3	3	6	-5	-2	2.3	-3	-0.4	-4	3.4
21	COc1ccc(C(=O)N2N=C(c3cccc(NS(C)(=O)=O)c3)CC2c2cccs2)cc1 (centres undefined)	0	0	-3	-8	-10	-0.6	-9	-1.0	-1	0.6
22	Cn1nc(-c2ccccc2)c(C(O)c2ccccc2C(F)(F)F)c1Cl (centres undefined)	-4	1	3	-5	-3	0.2	-9	-1.0	0	-1.5
23	COC(=O)c1cc(NC(=O)Cn2c(=O)oc3ccccc32)cc(C(=O)OC)c1	-2	0	-10	-10	7	0.5	-9	0.7	-1	-1.8
24	Cc1cc(CNC(=S)Nc2ccc(S(=O)(=O)Nc3ncccn3)cc2)nn1C	-4	2	10	-7	16	-0.7	-12	-0.1	0	-1.0
25	CCOc1ccc2nc(SCC(=O)c3ccc(Cl)s3)sc2c1	-11	2	-7	-7	-5	0.1	-7	-0.1	0	2.7
26	CC(C)c1ccc(NC2CCCN(C(=O)CN3C(=O)CSC3=O)C2)cc1 (centres undefined)	-3	-1	9	-5	6	1.1	11	0.2	1	-1.2
27	Cc1cc(C)cc(NS(=O)(=O)c2ccc(NC(=O)c3ccccc3C(=O)O)cc2)c1	-6	0	0	-5	-2	-1.0	-4	-0.1	-3	-1.5
28	CCOC(=O)c1sc(=S)n(-c2ccc3c(c2)OCO3)c1N	-13	-3	-1	-2	-14	1.4	-7	-0.8	0	-2.6
29	CCOC1=C2CN(S(=O)(=O)c3ccc(C)cc3)[C@H](c3cccs3)C[C@H]2n2c(=O)n(-c3ccccc3)c(=O)n2C1	-4	1	-19	/	-2	0.6	-3	-0.3	-3	1.3
30	O=C(CCNC(=O)C1CCN(S(=O)(=O)c2ccc(F)cc2)CC1)NCc1ccc(F)cc1	-1	1	6	-4	3	-0.3	-7	-0.2	-1	-2.7
31	CC(CSc1n[nH]c(=S)s1)c1ccccc1 (centres undefined)	-3	-4	8	2	6	-0.1	5	-0.6	4	1.3
32	CCOCCCNS(=O)(=O)c1ccc(NC(=O)Cc2c(F)cccc2Cl)cc1	-5	0	6	-3	0	-1.0	-1	0.8	-1	0.3
33	O=[N+]([O-])c1cccc(S(=O)(=O)/N=C(/Nc2ccccc2)c2ccccc2)c1	-2	-2	4	-5	-30	-0.3	-5	0.2	5	-0.8
34	Cc1cccc(CNC(=O)C2CCC(=O)N(CCCc3ccccc3)C2)c1 (centres undefined)	-1	-4	3	/	-3	0.4	-11	-0.1	3	-3.4
35	CC(=O)c1ccc(NC2OC(C)C(O)C(O)C2O)cc1 (centres undefined)	-1	-3	4	-5	1	1.7	-1	-0.1	-3	-0.5
36	COc1ccc2nc(C(F)(F)C(F)(F)F)c(C#N)c(N)c2c1	-4	-3	-5	-5	3	0.4	3	-0.3	-8	2.9
37	CCOc1ccc(NS(=O)(=O)c2ccc3[nH]cc(C(=O)NC(C)CC)c(=O)c3c2)cc1 (centres undefined)	-8	5	0	4	8	2.2	-10	0.2	2	2.0
38	CNC(=O)COC(=O)CNC(=O)c1cc(Cl)cc([N+](=O)[O-])c1	-5	2	5	-6	-24	-0.2	-4	-0.4	0	-1.3
39	O=C(CNC(=O)c1ccco1)NCCCc1ccccc1	-1	-3	5	-2	2	-0.1	-8	-0.7	1	-1.4
40	COc1cccc(/C=C/C(=O)OCC(=O)Nc2ccc(S(=O)(=O)N3CCCC3)cc2)c1	-5	-4	-7	-9	0	0.2	19	0.6	-5	1.3
41	CCCC[C@@H]1CCCO[C@@](C(=O)NCc2ccc(C)o2)(C(F)(F)F)C1	-6	-1	7	-6	5	-0.6	-3	0.1	4	-0.5
42	Cc1ccc(CCNC(=O)C2CC(c3ccccc3C(F)(F)F)=NO2)cc1 (centres undefined)	-2	-3	15	-8	0	-0.3	-2	-0.2	2	0.5
43	COc1ccc([N+](=O)[O-])cc1NC(=O)Cn1ccc(C(F)(F)F)n1	-7	-1	-8	-7	-28	-0.5	-5	-0.5	0	-1.0
44	O=C(Nc1ccc2nc3n(c(=O)c2c1)CCCC3)c1cncc(Br)c1	-6	0	-3	-2	15	0.6	0	-0.4	-8	0.6
45	COCc1nnc(NC(=O)c2ccc(S(=O)(=O)N(C)c3ccccc3)cc2)o1	-2	4	-3	-7	4	0.0	-10	-0.1	0	-1.3

At a glance, eleven of the compounds above:
No.	compound	MsrA act	STEP inh	CendR NRP1 mod	Scp1 inh	SUMO1-SIM PPI	MsrA inhibitor	eLon inh	TbMetRS inhib	DNMT1 inh	LMPTP block
23	COC(=O)c1cc(NC(=O)Cn2c(=O)oc3ccccc32)cc(C(=O)OC)c1	-2	0	-10	-10	7	0.5	-9	0.7	-1	-1.8
24	Cc1cc(CNC(=S)Nc2ccc(S(=O)(=O)Nc3ncccn3)cc2)nn1C	-4	2	10	-7	16	-0.7	-12	-0.1	0	-1.0
25	CCOc1ccc2nc(SCC(=O)c3ccc(Cl)s3)sc2c1	-11	2	-7	-7	-5	0.1	-7	-0.1	0	2.7
26	CC(C)c1ccc(NC2CCCN(C(=O)CN3C(=O)CSC3=O)C2)cc1 (centres undefined)	-3	-1	9	-5	6	1.1	11	0.2	1	-1.2
27	Cc1cc(C)cc(NS(=O)(=O)c2ccc(NC(=O)c3ccccc3C(=O)O)cc2)c1	-6	0	0	-5	-2	-1.0	-4	-0.1	-3	-1.5
28	CCOC(=O)c1sc(=S)n(-c2ccc3c(c2)OCO3)c1N	-13	-3	-1	-2	-14	1.4	-7	-0.8	0	-2.6
29	CCOC1=C2CN(S(=O)(=O)c3ccc(C)cc3)[C@H](c3cccs3)C[C@H]2n2c(=O)n(-c3ccccc3)c(=O)n2C1	-4	1	-19	/	-2	0.6	-3	-0.3	-3	1.3
30	O=C(CCNC(=O)C1CCN(S(=O)(=O)c2ccc(F)cc2)CC1)NCc1ccc(F)cc1	-1	1	6	-4	3	-0.3	-7	-0.2	-1	-2.7
31	CC(CSc1n[nH]c(=S)s1)c1ccccc1 (centres undefined)	-3	-4	8	2	6	-0.1	5	-0.6	4	1.3
32	CCOCCCNS(=O)(=O)c1ccc(NC(=O)Cc2c(F)cccc2Cl)cc1	-5	0	6	-3	0	-1.0	-1	0.8	-1	0.3
33	O=[N+]([O-])c1cccc(S(=O)(=O)/N=C(/Nc2ccccc2)c2ccccc2)c1	-2	-2	4	-5	-30	-0.3	-5	0.2	5	-0.8

Source: PubChem BioAssay (several laboratories)
